Assay outcomes deposited in PubChem by several laboratories.
PDI inh: blocks human protein disulfide isomerase activity; AID 588391; P07237; PDI insulin aggregation turbidity, A650, 90 min; inhibition, % at 10 µM; 350,000 compounds, 0.052% hits;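 active = mean inhibition across replicates of 30% or more, whatever share of single replicates reach that level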;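 also: absorbance from insulin aggregation driven by PDI reduction with DTT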
Target sequence (P07237 whole entry, looked up): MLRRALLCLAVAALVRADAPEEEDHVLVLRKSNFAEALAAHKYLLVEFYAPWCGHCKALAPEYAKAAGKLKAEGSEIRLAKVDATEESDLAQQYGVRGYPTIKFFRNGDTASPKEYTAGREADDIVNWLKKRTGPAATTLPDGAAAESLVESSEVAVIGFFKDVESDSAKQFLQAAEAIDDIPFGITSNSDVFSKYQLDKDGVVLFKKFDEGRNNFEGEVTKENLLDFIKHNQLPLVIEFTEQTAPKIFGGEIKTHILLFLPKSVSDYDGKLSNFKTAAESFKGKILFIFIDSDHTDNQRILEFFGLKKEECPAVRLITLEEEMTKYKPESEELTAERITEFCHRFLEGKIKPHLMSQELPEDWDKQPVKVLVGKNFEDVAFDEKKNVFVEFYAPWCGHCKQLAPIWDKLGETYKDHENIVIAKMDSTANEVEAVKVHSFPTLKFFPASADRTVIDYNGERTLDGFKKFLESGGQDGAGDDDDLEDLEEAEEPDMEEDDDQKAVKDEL
Shn3 3UTR inh: reduces Shn3 3'UTR luciferase signal in osteoblasts; Clone20 osteoblast Shn3 3'UTR firefly luciferase, 24 h; inhibition, % at 12.5 µM; 360,000 compounds, 0.52% hits;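 active = mean inhibition of at least 75% with every replicate also reaching 75%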;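 also: 0% = median of neutral control wells and 100% = pilot-screen positive control compound; some compounds past the cut are filed as inactive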
Vif imaging: HIV Vif inhibition. AID 602346. inhibition, % at 7.49 µM. HEK293T cells, Vif self-association by quenched fluorescence, imaging, 24 h. 340,000 compounds, 0.35% hits; in the data active = inhibition above about 50%, passing the limit was not always enough; also: some results filed as inactive read as strong as hits
KKLEB tox: CF airway cell cytotoxicity counter-screen | KKLEB CF airway cells viability, ATPlite luminescence, overnight; hits give low values; cells stimulated with P. aeruginosa culture filtrate | activity change (cytotoxicity), % at 5 µM | 360,000 compounds, 0.36% hits | AID 602141;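 active = corrected activity change at or below -50% at 5 µM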
HIF-2a block: blocks HIF-2a reporter activity | 360,000 compounds, 0.72% hits | AID 624352 | inhibition, % at 18.8 µM | 786-0 RCC cells HIF-2a reporter, luciferase luminescence, overnight;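 active = inhibition of the luminescence signal of 40% or more relative to plate controls, in a single-dose primary screen at 18.75 µM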
MITF TRPM1 inh: reduces MITF-dependent TRPM1 promoter luciferase signal; SK-MEL-5 TRPM1 promoter luciferase, 24 h; inhibition, % at 12.5 µM; 330,000 compounds, 0.83% hits;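 active = mean inhibition across replicates of 60% or more, whatever share of single replicates reaches that level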; also: values of inactives mirror those of a sister screen read the other way
CaV13 ICDI inh: Primary screen for inhibitors of IQ motif and Ca2+-dependent inactivation inhibitor domain binding in CACNA1D, Förster resonance energy transfer in living cells, …; HEK cells, CFP/YFP FRET ICDI-IQ, plate reader, 10 min; percent FRET-ratio fall versus neutral wells; 340,000 compounds, 0.098% hits; inhibition, % at 12.3 µM; AID 743397;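 active = mean replicate inhibition of at least 30% and at least 1% of replicates passing that level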;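 also: 0% = median of the neutral control wells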
CF NFkB block: cystic fibrosis NF-kB activation inhibition | AID 588850 | 360,000 compounds, 0.86% hits | inhibition, % at 5 µM | KKLEB NF-kB-GFP reporter, PAF-induced, GFP fluorescence overnight;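 active = at least 50% inhibition at 5 µM, scaled per plate between neutral and stimulator controls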;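 also: PAF is a Pseudomonas aeruginosa culture filtrate used as stimulus; plate controls were PAF-stimulated DMSO wells for no effect and unstimulated DMSO wells for full effect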
NR2E3 ag-1: agonists of human NR2E3 nuclear receptor; AID 602229; Q9Y5X4; inhibition of corepressor binding, % at 3.98 µM; 360,000 compounds, 0.35% hits; CHO-S Gal4-NCOR/VP16-NR2E3 two-hybrid, luciferase;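 active = inhibition above the mean of all tested compounds plus 3 SD, cut at about 70% in these data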;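 also: 0% = DMSO with NR2E3 transfected cells and 100% = cells lacking NR2E3 construct; higher means lower luciferase signal from less NR2E3 corepressor binding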
Target sequence (Q9Y5X4 whole entry, looked up, the tested form may be a part): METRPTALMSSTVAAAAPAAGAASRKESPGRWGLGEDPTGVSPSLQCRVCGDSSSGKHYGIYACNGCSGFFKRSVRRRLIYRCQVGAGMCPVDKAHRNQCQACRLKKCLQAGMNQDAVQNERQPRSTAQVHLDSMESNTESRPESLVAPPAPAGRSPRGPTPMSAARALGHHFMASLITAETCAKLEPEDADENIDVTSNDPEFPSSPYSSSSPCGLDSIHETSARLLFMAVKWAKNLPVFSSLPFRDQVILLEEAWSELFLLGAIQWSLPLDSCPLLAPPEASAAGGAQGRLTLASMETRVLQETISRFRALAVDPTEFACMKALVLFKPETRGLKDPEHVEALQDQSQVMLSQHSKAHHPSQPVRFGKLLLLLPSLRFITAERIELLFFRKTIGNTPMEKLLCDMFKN
Peg3 prom inh: reduces Peg3 promoter-driven luciferase expression in HeLa; HeLa PEG-Prom luciferase reporter, luminescence, overnight; inhibition, % at 20 µM; 360,000 compounds, 1.7% hits; AID 588405;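 active = inhibition of at least 50% at 20 µM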
NR2E3 ag-2: agonists of human nuclear receptor NR2E3; 320,000 compounds, 0.12% hits; Q9Y5X4; AID 2300; GST-NR2E3/biotin-RetCOR TR-FRET, 1536-well; inhibition of corepressor binding, % at 4.78 µM;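 active = percent inhibition above the cutoff of mean plus 3 SD of all tested compounds, set per screening campaign, cut at about 20% in these data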;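 also: 0% = DMSO wells and 100% = biotin wells as full block of FRET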
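Material: NR2E3–RetCOR corepressor complex | Quantity: 1.35 nM GST-tagged NR2E3 final | Schedule: 5 h at 4 °C | Replication: Singlicate compound wells | Reagent: RetCOR corepressor, biotinylated, 7 nM | Controls: Biotin wells as high control, 0.6% DMSO wells as low control | Signal: TR-FRET, Eu(K)-anti-GST donor, streptavidin-D2 acceptor, ex 340, em 617/671 nm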
Numbers without * were called inactive; x = not tested or not shown.

SMILES	PDI inh	Shn3 3UTR inh	Vif imaging	KKLEB tox	HIF-2a block	MITF TRPM1 inh	CaV13 ICDI inh	CF NFkB block	NR2E3 ag-1	Peg3 prom inh	NR2E3 ag-2
O=C(O)CNC(=O)c1ccc(Oc2c(F)c(F)c(Oc3ccc(C(=O)NCC(=O)O)cc3)c(F)c2F)cc1	-1.8	10.6	3.9	4.7	-3.9	8.8	-4.3	-21.2	0.6	-1.8	3.0
Cc1nn(-c2ccccc2)c2sc(C(=O)NC3CC3)cc12	0.0	-22.4	-11.1	-3.1	-208.9	-40.2	-5.9	-7.2	-45.2	-120.9	2.6
CC1CCCN(S(=O)(=O)c2ccc(NC(=O)Cc3ccc(S(=O)(=O)N4CCOCC4)s3)cc2)C1 (stereo unspecified)	-10.1	31.3	-11.5	1.7	13.7	9.8	-1.9	2.7	20.8	19.9	-0.6
Cc1cc(N2CCC(C(=O)Nc3ccc(F)cc3)CC2)nc(-c2ccccc2)n1	-4.0	-14.5	x	2.5	15.6	11.0	x	-5.5	19.7	23.2	1.7
COCCCNC(=O)c1ccccc1SC	-0.9	10.0	-9.1	0.3	-0.2	3.4	-7.5	6.5	-7.3	6.0	0.9
COCCC(=O)N1CCC(Oc2ccc(C(=O)N(C)Cc3cc(C)no3)cc2)CC1	-1.3	0.2	x	8.9	15.2	-4.5	-5.9	0.0	-0.8	7.6	2.7
COc1ccc(CCNC(=S)Nc2ccccc2)cc1	1.6	-7.2	-2.9	9.7	-28.6	-5.6	10.0	-5.1	-23.4	-13.8	-0.1
CC(=O)NC(Cc1ccccc1)C(=O)OCC(=O)c1ccccc1 (stereo unspecified)	7.2	-10.4	-0.8	-7.2	8.7	5.9	-19.0	17.7	10.7	4.0	-0.5
CC1Cc2ccccc2N1S(=O)(=O)c1cccc(C(=O)c2nccn2C)c1 (stereo unspecified)	-1.4	27.7	-9.9	9.2	12.0	2.3	-9.0	18.6	9.7	-7.3	3.8
O=S(=O)(c1ccccc1)N1CCC2(CC1)OCCN2S(=O)(=O)c1cccs1	9.6	-8.3	x	17.9	-6.7	-11.2	-6.1	-6.8	-17.7	6.7	x
Clc1cccc2sc(-c3nnc(-c4ccccc4)o3)c(Cl)c12	-11.7	-56.4	18.9	-27.6	-161.6	-37.6	x	34.1	-41.9	-157.8	0.9
COC(=O)c1ccc(CN2CCC(Oc3cccc(C(=O)N4CCCC4)c3)CC2)cc1	-9.1	68.5	1.4	-1.4	7.7	19.9	-5.4	-5.9	18.8	9.5	1.4
O=S(=O)(Nc1cc2nc3ccccc3nc2n1Cc1ccccc1)c1ccc(Cl)cc1	4.1	23.2	x	-10.5	-6.4	7.4	-5.1	51.8*	-30.6	22.6	32.8*
CCc1cccc(CC)c1N(COC)C(=O)Cn1c(C(C)O)nc2ccccc21 (stereo unspecified)	1.3	-12.3	0.9	5.7	-7.1	4.9	x	-28.4	-0.2	10.9	3.0
NC(=O)c1cc([N+](=O)[O-])ccc1Nc1ccccc1	-8.4	-2.0	0.7	9.6	-0.7	-11.3	-11.6	-23.2	-10.9	16.5	2.4
Cn1c(SCC(=O)NCc2ccco2)nnc1-c1ccccc1	-3.0	6.1	3.7	-7.3	12.8	1.4	-3.0	-6.1	-14.3	12.1	3.9
COc1ccc(C(=O)Nc2ccc(Cl)c(Cl)c2)c(OC)n1	-17.6	-71.1	-9.6	-4.9	-208.8	-46.9	-7.1	-5.3	-154.4	-318.0	3.9
CCOC(CC(=O)NNC(=O)c1c(-c2ccccc2Cl)noc1C)OCC	1.5	1.3	0.3	2.9	11.7	9.1	-19.8	8.1	-23.4	10.6	-1.7
N#CCCCc1cc2cc(F)ccc2cn1	-4.0	-26.6	1.3	11.4	-24.0	-19.0	-4.1	-2.2	-15.1	-22.7	x
CSCCC(NC(=O)COc1ccccc1)C(=O)N1CCOCC1 (stereo unspecified)	-1.9	-19.6	-0.9	-5.3	3.5	-4.6	-6.5	18.6	-5.7	5.2	1.6
Cc1[nH]c(=O)c(C(=O)/C=C/c2ccccc2)c2c1CCCC2	2.4	-12.7	x	-13.8	72.5*	4.2	-8.1	51.1*	54.2	102.1*	-3.8
CS(=O)(=O)N(CC(=O)N1CCC(C(N)=O)CC1)c1ccc(Cl)c(C(F)(F)F)c1	7.8	-22.6	11.8	4.2	11.3	1.2	-8.8	-0.8	8.2	12.4	5.3
COc1cc(CNn2c(C)n[nH]c2=S)cc(Cl)c1OCc1ccc(F)cc1	-9.3	-2.0	-13.6	2.9	19.4	3.9	-6.9	1.1	-15.2	15.4	4.6
CCCN1C(=O)c2cccc3c(N4CCCCC4)ccc(c23)C1=O	-1.0	-28.2	7.0	-6.8	-186.0	-73.0	-13.1	-14.8	-46.5	-197.5	-1.4
O=C(O)CSc1nnc(Cc2ccccc2)n1Cc1ccccc1	6.7	-42.7	-2.8	-33.0	-13.4	4.5	-4.5	15.1	2.4	5.7	0.6
Cc1cccc(C)c1NC(=O)C1CCCN(CCCc2ccccc2)C1 (stereo unspecified)	-2.0	12.0	-0.4	5.0	10.0	1.6	x	0.5	-17.6	-0.5	x
O=C(NCCCN1CCCC1=O)c1cccnc1	7.3	-1.0	4.6	0.6	14.8	-6.3	-3.1	6.4	-6.9	10.8	2.5
CC1CC(=O)Nc2ccccc2N1C(=O)Cn1cnc2ccccc2c1=O (stereo unspecified)	1.3	-12.9	0.4	4.1	5.3	x	-17.1	-10.1	-18.8	-13.0	0.9
CC[C@]12c3[nH]c4ccc(Cl)cc4c3CCN1C(=O)[C@@H](CC(=O)NCC13CC4CC(CC(C4)C1)C3)C[C@@H]2C(=O)N1CCN(C(=O)c2ccco2)CC1	4.0	79.8	x	-6.9	-24.2	43.2	-6.2	16.5	5.1	67.3*	x
CCOCC(=O)Nc1c(C(=O)Nc2ccc(OC)cc2OC)oc2ccccc12	-9.6	-15.7	3.6	-13.8	-51.9	-27.2	-3.8	10.2	7.7	-28.1	0.4
COc1ccc(C(CCN2CCOCC2)c2c(OC)cc(OC)c3ccc(=O)oc23)cc1 (stereo unspecified)	-3.6	20.2	4.8	5.5	5.2	7.9	-5.6	8.2	-5.0	-14.2	x
Cc1ccccc1OCC(=O)OCC(=O)N1CCCc2ccccc21	2.7	5.3	-1.6	20.1	16.6	-3.3	-14.7	-30.3	-21.1	14.1	-2.6
CC1(C(=O)NS(=O)(=O)c2ccc(Cl)cc2)CCN1C(=O)c1ccc(C2CCCCC2)cc1 (stereo unspecified)	-3.0	-24.9	-8.1	7.9	11.8	x	-11.2	-11.3	25.0	16.7	x
CC(=O)N(c1ccccc1Cl)S(=O)(=O)c1ccc(Cl)cc1	-2.6	0.0	-1.6	-6.7	14.1	-5.1	-4.2	26.5	-17.1	13.9	5.8
O=C(CNC(=O)c1ccccc1)NCC(c1ccco1)N1CCCC1 (stereo unspecified)	3.6	-25.9	4.3	5.8	-4.2	x	-18.1	3.1	14.4	-10.2	x
Nc1cc(S(=O)(=O)O)cc2ccc(S(=O)(=O)O)cc12	-7.8	-4.9	4.4	5.8	4.1	-7.5	-15.9	11.8	-26.2	0.4	x

2 compounds picked at random from the list so far, as already listed:
SMILES	PDI inh	Shn3 3UTR inh	Vif imaging	KKLEB tox	HIF-2a block	MITF TRPM1 inh	CaV13 ICDI inh	CF NFkB block	NR2E3 ag-1	Peg3 prom inh	NR2E3 ag-2
N#CCCCc1cc2cc(F)ccc2cn1	-4.0	-26.6	1.3	11.4	-24.0	-19.0	-4.1	-2.2	-15.1	-22.7	x
CC1CCCN(S(=O)(=O)c2ccc(NC(=O)Cc3ccc(S(=O)(=O)N4CCOCC4)s3)cc2)C1 (stereo unspecified)	-10.1	31.3	-11.5	1.7	13.7	9.8	-1.9	2.7	20.8	19.9	-0.6

Following part
SMILES	PDI inh	Shn3 3UTR inh	Vif imaging	KKLEB tox	HIF-2a block	MITF TRPM1 inh	CaV13 ICDI inh	CF NFkB block	NR2E3 ag-1	Peg3 prom inh	NR2E3 ag-2
CC1(C)CC(NC(=O)CC2CCCCC2)CC(C)(C)N1	-0.9	9.9	0.3	-1.1	2.8	9.4	-5.1	-17.6	-2.3	1.3	-2.7
O=C(NCc1ccc2c(c1)OCO2)c1ccc(N2C(=O)C3CCCCC3C2=O)cc1 (stereo unspecified)	-4.3	-11.7	1.3	-2.2	6.8	2.5	x	0.6	13.6	15.1	-1.1
O=C(NC(=S)NCCc1ccccn1)c1ccco1	4.6	-4.4	7.7	7.9	-42.7	-4.2	-1.7	-3.3	-37.1	-30.0	0.5
Cc1ccc(C)c(S(=O)(=O)NC2CCSC2=O)c1 (stereo unspecified)	1.9	0.0	7.2	-15.7	2.3	-3.3	-3.0	7.2	-11.0	5.4	x
Cc1cc(N2CCN(C)CC2)nc2ccc(NC(=O)c3ccc(Br)o3)cc12	6.2	-18.2	x	4.1	-135.0	-56.5	-4.2	-14.9	-55.2	-82.5	2.9
Cc1ccc(C)c(S(=O)(=O)N2CCN(C(=O)Cn3c(C(F)(F)F)nc4ccccc43)CC2)c1	-1.0	5.5	x	-13.1	17.2	12.9	-4.4	6.3	24.2	25.1	3.3
Cc1nc(N)[nH]c(=O)c1CCCNS(=O)(=O)c1ccc([N+](=O)[O-])cc1	2.0	4.3	-0.1	-14.2	0.0	5.0	-4.9	23.8	-3.8	4.2	x
Cc1ccc(C)c(N2CCN(C(=O)CCCN3C(=S)NC(C)(C)CC3C)CC2)c1 (stereo unspecified)	10.5	72.9	-23.9	-5.6	16.3	-4.5	-5.4	1.9	13.1	13.6	-1.4
CCCOC(=O)/C(=C\C=C\c1ccccc1)NC(=O)c1ccccc1	7.6	-7.5	5.5	7.1	-69.0	5.9	-3.2	0.4	-19.7	-21.6	-1.7
Cn1c(COc2ccccc2)nnc1SCC(=O)Nc1ccc(N2CCOCC2)c(Cl)c1	-7.4	4.5	-3.5	5.5	-23.8	7.1	-5.2	-15.1	9.5	-0.1	0.2
CC1CCCCN1c1nc(-c2ccncc2)nc2ccccc12 (stereo unspecified)	-8.8	0.0	-2.2	-7.1	13.9	-15.6	-3.0	27.3	18.3	10.4	-0.3
Cc1ccc(S(=O)(=O)N/N=C\c2ccc3c(c2)OCO3)cc1	-5.0	-42.2	-2.0	14.8	-71.5	-21.9	-7.2	-1.6	11.2	-52.8	2.0
O=C(CN1CCN(CC(=O)Nc2ccccc2Cc2ccccc2)CC1)Nc1ccccc1Cl	5.8	32.7	-10.4	-11.4	1.7	4.2	-1.0	12.9	-16.7	2.7	-2.8
COCCCN(Cc1ccco1)C(=O)Cn1ncc2c(=O)oc3ccc(C)cc3c21	4.6	-12.9	2.0	-5.6	5.7	9.6	-2.0	2.9	17.6	14.9	2.7
O=C(NCc1cccnc1)C(=O)NCC1OCCN1S(=O)(=O)c1ccccc1 (stereo unspecified)	x	-5.2	3.7	4.8	1.9	x	3.3	4.3	-1.0	-12.6	1.8
COc1cc2c(cc1OC)CN(Cc1cccs1)CC2	-1.2	-2.9	-3.3	4.2	18.5	-1.0	x	3.3	-6.4	-6.8	-3.7
